# Screening results: PubChem BioAssay, National Center for Advancing Translational Sciences (NCATS)
# TDP1 inh: blocks human tyrosyl-DNA phosphodiesterase 1. Q9NUW8. recombinant TDP1, AlphaScreen DNA substrate cleavage. Potency, µM (top dose mostly 130 µM), for the others: at the highest dose activity change, negative = inhibition, most hits filed as inhibitors. 350,000 tested, 0.28% active. AID 485290; note: nearly all actives have a fitted effect of over 40% in size
# Target sequence (Q9NUW8 whole entry, looked up): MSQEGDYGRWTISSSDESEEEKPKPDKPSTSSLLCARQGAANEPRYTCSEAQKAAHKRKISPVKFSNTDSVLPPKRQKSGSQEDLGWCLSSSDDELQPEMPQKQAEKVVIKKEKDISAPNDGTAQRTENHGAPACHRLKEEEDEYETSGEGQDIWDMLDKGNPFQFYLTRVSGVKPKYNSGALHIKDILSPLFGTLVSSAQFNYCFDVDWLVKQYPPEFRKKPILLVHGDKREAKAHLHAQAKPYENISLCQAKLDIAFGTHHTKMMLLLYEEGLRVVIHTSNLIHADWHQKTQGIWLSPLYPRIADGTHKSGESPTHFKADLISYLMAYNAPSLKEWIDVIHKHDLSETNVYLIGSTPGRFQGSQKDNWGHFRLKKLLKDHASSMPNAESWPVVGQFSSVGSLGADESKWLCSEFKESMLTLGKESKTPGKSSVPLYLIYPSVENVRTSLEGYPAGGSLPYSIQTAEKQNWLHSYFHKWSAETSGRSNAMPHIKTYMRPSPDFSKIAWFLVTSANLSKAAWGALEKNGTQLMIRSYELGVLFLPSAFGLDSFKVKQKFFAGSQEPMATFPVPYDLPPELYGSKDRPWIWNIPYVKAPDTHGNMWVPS
#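 Enzyme-compound mixtures sat 15 min at room temperature, followed by a 5 min reaction with 15 nM final substrate and 10 min with AlphaScreen beads. Recombinant human Tdp1 was used at 1 nM final.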
# TDP1 cell noCPT: qHTS for Inhibitors of human tyrosyl-DNA phosphodiesterase 1 (TDP1): qHTS in cells in absence of CPT | DT40 Tdp1-/- hTDP1 cells, no CPT, ATP luminescence, 48 h | Potency, µM (highest dose often 46.2 µM), without a hit: top-dose activity change, negative = growth inhibition, usual class: inhibitors | 420,000 tested, 15% active | AID 686978, 2013; note: nearly all actives have a fitted effect of over 55% in size
#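 DT40 Tdp1-/-;hTDP1 cells, no CPT (DMSO vehicle only), 400 cells/well; compounds pin-transferred; ≥48 hr, 37 °C; CellTiter-Glo 30 min RT dark, luminescence read.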
# TDP1 cell CPT: DT40-hTDP1 cell growth loss with CPT; chicken DT40 Tdp1-/-;hTDP1 cells + 20 nM CPT, ATP luminescence, 48 h; Potency, µM (highest dose often 46.2 µM), for the others: top-dose activity change, negative = growth inhibition, usual class: inhibitors; 420,000 tested, 12% active; note: nearly all actives have a fitted effect of over 55% in size
#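 Cell growth measured by CellTiter-Glo luminescence after a minimum 48 h, 37 C compound exposure with 20 nM CPT in Tdp1-knockout DT40 cells stably expressing hTDP1, seeded 400/well; qHTS titration format.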
# Active calls of the source: *; ? = inconclusive; nt = not tested or not shown; ! = a repeat was not active; [ ] = remark or other dose. Calls come from the whole dose curve; as a rule, active = well fitted curve in the direction sought with a large enough effect; inconclusive = small, poorly fitted or top-dose-only effect, or another doubt; inactive = no such curve, though single readings can be large; an effect the other way counts as inactive or inconclusive. % is set by controls: 0 for no effect and ±100 for the full control effect; potency is the fitted concentration of half-maximal effect.
SMILES | TDP1 inh | TDP1 cell noCPT | TDP1 cell CPT
NCCCC[C@@H](C(=O)N1CCNCC1)n1cc([C@@H](N)CO)nn1 | 0.0% | -2.5% | 1.5%
CN(C)C(=O)c1ccc(-c2nc(N(C)Cc3ccco3)c3ccccc3n2)cc1 | 10.8% | ? | ?
Cc1nc(NC(=O)C2CC2)sc1C(=O)Nc1cccc(Cl)c1 | nt | ? | ?
COc1ccc(CCNC(=O)c2cc3c(-c4ccc(OC)c(OC)c4)nn(C)c3s2)cc1OC | nt | 2.91µM* | 2.59µM*
O=C(NC1CCN(C(=O)c2ccccc2Br)CC1)c1ccccc1 | nt | 1.6% | -3.7%
Cc1ccc(C(=O)n2nnc3ccccc32)cc1[N+](=O)[O-] | 2.6% | -17.8% | -20.4%
O=C(CN1C(=O)/C(=C\c2cccc(F)c2)Oc2ccccc21)N1CCN(c2ccccn2)CC1 | -4.7% | ? | ?
Cc1ccc(NC(=S)N2CC(C)OC(C)C2)cc1C (stereo not drawn) | 2.3% | 16.6% | -8.3%
Cn1cnc([N+](=O)[O-])c1Oc1cccc2ccccc12 | 4.3% | 29.1µM* | ?
CCOCCCNC(=O)Nc1cc(C(=O)NCc2ccc(C(C)C)cc2)ccc1N1CCCC1 | 8.8% | ? | 25.9µM*
CCCCn1nnnc1C1(C)CCC(=O)N1CC(F)(F)F (stereo not drawn) | nt | -10.9% | 6.8%
CCCCN(C(=O)c1cc(-c2ccco2)nc2ccccc12)c1c(N)n(CCCC)c(=O)[nH]c1=O | nt | -19.8% | 0.2%
CCNC(=O)C1CCCN(C(=O)c2c(-c3ccccc3)noc2C)CC1 (stereo not drawn) | nt | 1.5% | -5.3%
CCN1c2ccccc2-c2nc(SCC(=O)NCc3ccc(C)cc3)ncc2S1(=O)=O | -2.6% | ? | ?
CC(=O)N1/C(=C/c2ccc(N(C)C)cc2)C(=O)c2ccccc21 | 11.1% | 0.461µM* | 0.517µM*
Cc1ccc2c(c1)N(C(=O)CCC(=O)NCCCN1CCN(C)CC1)CCO2 | nt | -26.1% | -0.1%
Cc1ccc(S(=O)(=O)CCC(=O)NC2CCCCC2)cc1 | 0.7% | 14.6µM* | 18.4µM*
O=C(NCc1ccccc1)c1cc(C2CCCN(C(=O)C3CCCCC3)C2)on1 (stereo not drawn) | nt | ? | 23.1µM*
O=C(NCCCN1CCOCC1)c1cccnc1 | 3.1% | -16.4% | -2.7%
O=C(NNC(=O)c1cccc2ccccc12)c1ccc(Cl)cc1Cl | nt | ? | ?
COC(=O)c1scc(C)c1N/N=C(\C)c1cc(F)c(Cl)cc1F | 10.1% | -6.6% | 0.7%
COc1ccc(-c2ccc(SC)nn2)cc1 | 4.8% | ? | -28.9%
CC(CCc1ccccc1)NC(=O)C1CCN(S(=O)(=O)c2ccc(F)cc2)CC1 (stereo not drawn) | 0.8% | -7.2% | -12.8%
O=C(Nc1ccccc1)N(Cc1ccccc1)CC(O)C(F)(F)F (stereo not drawn) | 0.0% | 13.4% | 14.4%
CCOC(=O)CN1CCS(=O)(=O)CC1 | 0.0% | 10.6% | -11.2%
Cc1cccc(C)c1-n1nnnc1C1c2ccccc2C(=O)N1CCC(C)C (stereo not drawn) | nt | ? | ?
CCCc1nnc2c(N(C)S(=O)(=O)c3ccccc3)nc3ccccc3n12 | -2.7% | -3.3% | -18.3%
Cc1ccc(-c2nnc(-n3ncc(C#N)c3N)c3ccccc23)cc1C | 5.3% | -10.1% | 12.4%
Cc1ccc(OCC(=O)NNC(=O)C(=O)N2CCCC2)c(C)c1 | 0.0% | 0.9% | 0.2%
Cc1nc2ccccc2c2oc(C(=O)NCCCN3CCCC(C)C3)cc12 (stereo not drawn) | -0.5% | ? | ?
CCn1c(CNc2ccc(C)cc2C)nnc1SCC(=O)N1CCCc2ccccc21 | 9.4% | ? | 10.3µM*
CCN1CCN(c2ccc(S(=O)(=O)N3CCCCC3)cc2NC(=O)Cc2ccccc2)CC1 | -5.1%[0.505 µM] | -13.1% | -20.6%
Cc1ccc(S(=O)(=O)N2CC(C(=O)O)=CC[C@H]2c2ccc3c(c2)OCO3)cc1 | 5.2% | -7.1% | -2.8%
COc1ccc(/C=N\NC(=O)CC(=O)Nc2cccc(Cl)c2)cc1OC | 1.1% | -3.7% | -24.4%
Cc1ccc(C(=O)N2CCCC(Nc3ccc(F)c(F)c3)C2)cn1 (stereo not drawn) | 3.9% | -2.3% | -10.2%
CC(=O)N(O)CCCCCNC(=O)CCC(=O)N(O)CCCCCNC(=O)CCC(=O)N(O)CCCCCN | 7.2% | 11.6µM*! | 20.6µM*!
CC(Sc1nc2ccccc2c(=O)n1Cc1ccco1)C(=O)c1ccccc1 (stereo not drawn) | 3.8% | -5.1% | -8.6%
Cc1cc(C)c2nc(SCC(=O)NCCC3=CCCCC3)cc(C)c2c1 | 0.0% | 20.6µM* | ?
Cc1cccc2cc(COC(=O)c3ccccc3)c(=O)[nH]c12 | -6.2% | -17.5% | -9.8%
CCCCCc1c(C)nc(N2CCOCC2)[nH]c1=O | -1.1% | -1.8% | -2.6%
O=C(NCc1ccco1)C1Cc2c(-c3ccccc3Oc3ccccc3)ccnc2O1 (stereo not drawn) | nt | -56.7% | ?
Cc1cccc(CNc2ncnc3ccc(-c4ccccc4C#N)cc23)c1 | -5.7%[56.1 µM] | -26.9% | -4.3%
O=S(=O)(c1ccc(Cl)cc1)c1cnc(-c2cccnc2)nc1-c1ccccc1 | 3.9% | -25.0% | ?
C/C(=N\NC(=S)Nc1ccccc1C)c1ccc(O)cc1 | 2.6% | ? | ?
O=C(CCCSc1nc2ccccc2[nH]1)NC1=NCCS1 | 2.0% | -2.2% | -10.9%
COc1ccc(C(C)=O)cc1CSc1nnc(Nc2ccc(C)cc2C)s1 | 4.4% | ? | -18.0%
Cc1cc(C)nc(NS(=O)(=O)c2ccc(NC(=O)Cc3ccc(F)cc3)cc2)n1 | 5.0% | 2.0% | -0.2%
COC(=O)c1cc(C#N)c(N2CCOCC2)nc1C | -0.6% | -13.5% | 1.3%
C/C(N)=C(/C#N)C(=O)CSc1nc2ccccc2c(=O)n1CCCO | 5.3% | -24.3% | 7.1%
CCc1ccc(NC(=O)c2ccc3c(O)c(S(=O)(=O)c4ccccc4)c(=O)[nH]c3c2)cc1 | -5.1% | -10.8% | 0.9%
COc1cccc(C(=O)CC(C#N)c2ccc(F)cc2)c1 (stereo not drawn) | nt | 11.4% | -12.4%
CCOc1ccc(N2CC(C(=O)Nc3ccncc3)CC2=O)cc1 (stereo not drawn) | -6.6% | 6.9% | 14.4%
COC(=O)c1ccccc1NC(=O)NC1CCCCC1 | 4.2% | -18.7% | -9.4%
Cc1cc(C)cc(OC(C)C(=O)NCCCn2ccnc2)c1 (stereo not drawn) | nt | 0.3% | 5.8%
COc1ccccc1NC(=O)CSc1oc(-c2cccs2)nc1S(=O)(=O)c1ccc(Br)cc1 | 2.9% | ? | 23.1µM*
Cc1cc(C)c(C#N)c(SC(F)F)n1 | -1.0% | 9.1% | -6.5%
Cc1cc(C)n(-c2nc3ccccc3c(=O)n2OCC(N)=O)n1 | 2.1% | -4.5% | 0.0%
Cc1ccc(-n2c(SCC(=O)Nc3ncc(Cl)cc3Cl)nc3ccccc32)cc1 | 8.5% | 13µM* | 14.6µM*
O=C(NCc1cccnc1)c1cn(-c2ccccc2)nc1-c1ccccc1 | 0.0% | -10.3% | 11.7%
Cc1sc2nc(CSC(C)C(=O)Nc3ccc(Cl)cn3)[nH]c(=O)c2c1C (stereo not drawn) | -7.3% | 1.4% | -25.9%

# Next section.
SMILES | TDP1 inh | TDP1 cell noCPT | TDP1 cell CPT
Cc1ccn(S(=O)(=O)c2ccc(N3CCCC3=O)cc2)n1 | 2.1% | -16.8% | -1.5%
COc1ccc(-c2nc3ccccc3n2CCC(C)C)cc1OC | -5.0% | 25.9µM* | ?
Cc1ccc(N(C)S(=O)(=O)c2cccc(C(=O)NC3=NCCS3)c2)cc1 | 1.0% | ? | ?
CCCc1[nH]nc2c1C1(CCN(C(=O)OCc3ccccc3)CC1)C(C#N)=C(N)O2 | 1.0% | ? | 20.6µM*
CN1CCc2c(OCC(=O)N3CCC(Cc4ccccc4)CC3)cccc2C1=O | 5.8% | 18.4µM* | 20.6µM*
COc1ccc(N2CCN(S(=O)(=O)c3ccc4c(c3)CC(C)N4C(C)=O)CC2)cc1 (stereo not drawn) | 2.5% | ? | 6.51µM*
COC(=O)C(C(=O)Nc1nc2ccccc2s1)C1CCCC1 (stereo not drawn) | 2.5% | -9.3% | -6.7%
Cc1ccc(C(=O)Nc2ccccc2Oc2ccccc2)o1 | nt | 14.3% | -22.7%
Cc1ccc(C)c(CN2CCC(CNC(=O)CCc3nnc4ccc(N5CCCCC5)nn34)CC2)c1 | 3.0% | -4.7% | -20.1%
Cc1ccc(NC(=O)N2CCCC2C(=O)NCc2ccc(Cl)cc2)cc1 (stereo not drawn) | 1.5% | 1.0% | -2.8%
CCc1ccccc1NS(=O)(=O)c1ccc2[nH]cc(C(=O)NC3CCCC3)c(=O)c2c1 | -7.0% | ? | ?
O=C(OCCN1C(=O)c2ccccc2C1=O)c1cc(=O)[nH]c2ccccc12 | 4.8% | 9.8% | -2.9%
CCOc1ccccc1N1CCN(C(=O)c2cc3c(s2)CCC3)CC1 | 10.2% | ? | ?
CCCCn1c(N)c(N(CC(C)C)C(=O)CSCC(=O)Nc2ccc(OC)cc2)c(=O)[nH]c1=O | nt | 6.7% | 0.6%
O=C(Nc1nc(-c2ccccc2)cs1)c1ccc2c(c1)S(=O)(=O)c1ccccc1C2=O | 3.4% | ? | ?
COc1ccc(NC(=O)CNC(=O)CC23CC4CC(CC(C4)C2)C3)c(OC)c1 | 1.7% | ? | ?
O=C(NCCc1ccc(F)cc1)c1ccc(S(=O)(=O)N2CCCC2)cc1 | 0.5%[56.1 µM] | -6.4% | -28.2%
Cc1oc(-c2ccc(Cl)cc2)nc1CS(=O)CC(=O)NCCCN1CCOCC1 (stereo not drawn) | 0.0% | -5.7% | 9.7%
COc1cc(NS(=O)(=O)c2ccc(Br)s2)cc(OC)c1 | 2.2% | ? | -8.8%
CCOC(=O)c1[nH]cnc1C(=O)N1CCC(C)CC1 | -3.8% | 3.2% | 10.5%
COC(=O)CCC(=O)N1CCCC(C(=O)c2ccc(Cl)cc2C)C1 (stereo not drawn) | nt | -17.8% | -15.5%
O=C(CNc1ccccc1)Nc1cccc2ccccc12 | 3.5% | -26.7% | 3.6%
CCC(c1nnnn1CCOC)N(Cc1cc2cc(C)c(C)cc2[nH]c1=O)CC1CCCO1 (stereo not drawn) | 5.6% | ? | -16.2%
CCOc1ccc(C2/C(=C(/O)c3ccc4c(c3)CC(C)O4)C(=O)C(=O)N2CC2CCCO2)cc1 (stereo not drawn) | 5.6% | 2.0% | -5.1%
CCN(CC)c1c(C)nc2ccc(C(=O)N3CCN(C(=O)c4ccco4)CC3)cn12 | nt | -11.8% | 0.0%
CN1CCN(c2ccc(NC(=O)c3ccc(Cl)cc3Cl)cc2)CC1 | nt | 5.0% | 1.4%
Cc1cc(=O)c(C(=O)NCCCc2ccncc2)c2n1-c1ccccc1SC(c1cccs1)C2 (stereo not drawn) | nt | -18.8% | ?
Cc1cc(NC(=O)c2ccc(S(=O)(=O)N(C)CC3CCCO3)cc2)no1 (stereo not drawn) | nt | 3.6% | 4.2%
Cc1ccc(C(=O)N(Cc2cc3cccc(C)c3nc2N(C)C)CC2CCCO2)cc1 (stereo not drawn) | nt | -6.9% | 8.7%
COC(=O)c1cc(-c2ccc(S(=O)(=O)N3CCCCC3)cc2)c(C(F)(F)F)s1 | 0.0% | 23.1µM* | ?

# Compound profiles, as listed above:
# `CCCCn1nnnc1C1(C)CCC(=O)N1CC(F)(F)F` (stereo not drawn) is listed as TDP1 inh = nt; TDP1 cell noCPT = -10.9%; TDP1 cell CPT = 6.8%
# `COC(=O)C(C(=O)Nc1nc2ccccc2s1)C1CCCC1` (stereo not drawn) is listed as TDP1 inh = 2.5%; TDP1 cell noCPT = -9.3%; TDP1 cell CPT = -6.7%

# Shown field by field: four of the compounds above
SMILES: O=C(CNc1ccccc1)Nc1cccc2ccccc12
  TDP1 inh: 3.5% | TDP1 cell noCPT: -26.7% | TDP1 cell CPT: 3.6%
SMILES: CCC(c1nnnn1CCOC)N(Cc1cc2cc(C)c(C)cc2[nH]c1=O)CC1CCCO1 (stereo not drawn)
  TDP1 inh: 5.6% | TDP1 cell noCPT: ? | TDP1 cell CPT: -16.2%
SMILES: CCOc1ccc(C2/C(=C(/O)c3ccc4c(c3)CC(C)O4)C(=O)C(=O)N2CC2CCCO2)cc1 (stereo not drawn)
  TDP1 inh: 5.6% | TDP1 cell noCPT: 2.0% | TDP1 cell CPT: -5.1%
SMILES: CCN(CC)c1c(C)nc2ccc(C(=O)N3CCN(C(=O)c4ccco4)CC3)cn12
  TDP1 inh: nt | TDP1 cell noCPT: -11.8% | TDP1 cell CPT: 0.0%
